Screening data as filed in PubChem BioAssay.
TEAD-YAP block – TEAD-YAP interaction inhibition; HEK-TIYL cells, TEAD-Gal4/YAP UAS-luciferase luminescence; hit rate 1.4% among 640,000; inhibition, % at 9.12 µM; in the data active = inhibition above about 32%;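 also: 0% = median of test compound wells and 100% = reference inhibitor wells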
MITF inh – blocks human microphthalmia-associated transcription factor | O75030 | AlphaScreen MITF homodimerization, bead proximity signal | inhibition, % at 2.6 µM | hit rate 0.91% among 650,000; in the data active = inhibition above about 50%;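 also: 0% = vehicle wells with protein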
FBW7 act – activators of human E3 ligase FBW7. normalized activity (activation), % at 26.1 µM. AlphaScreen FBW7–phospho-cyclin E peptide binding, activator screen. hit rate 0.13% among 650,000. Q969H0; in the data active = normalized activity above about 1.9%;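 also: purified mutant Fbw7 with reduced substrate affinity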
Target sequence (Q969H0 whole entry, looked up): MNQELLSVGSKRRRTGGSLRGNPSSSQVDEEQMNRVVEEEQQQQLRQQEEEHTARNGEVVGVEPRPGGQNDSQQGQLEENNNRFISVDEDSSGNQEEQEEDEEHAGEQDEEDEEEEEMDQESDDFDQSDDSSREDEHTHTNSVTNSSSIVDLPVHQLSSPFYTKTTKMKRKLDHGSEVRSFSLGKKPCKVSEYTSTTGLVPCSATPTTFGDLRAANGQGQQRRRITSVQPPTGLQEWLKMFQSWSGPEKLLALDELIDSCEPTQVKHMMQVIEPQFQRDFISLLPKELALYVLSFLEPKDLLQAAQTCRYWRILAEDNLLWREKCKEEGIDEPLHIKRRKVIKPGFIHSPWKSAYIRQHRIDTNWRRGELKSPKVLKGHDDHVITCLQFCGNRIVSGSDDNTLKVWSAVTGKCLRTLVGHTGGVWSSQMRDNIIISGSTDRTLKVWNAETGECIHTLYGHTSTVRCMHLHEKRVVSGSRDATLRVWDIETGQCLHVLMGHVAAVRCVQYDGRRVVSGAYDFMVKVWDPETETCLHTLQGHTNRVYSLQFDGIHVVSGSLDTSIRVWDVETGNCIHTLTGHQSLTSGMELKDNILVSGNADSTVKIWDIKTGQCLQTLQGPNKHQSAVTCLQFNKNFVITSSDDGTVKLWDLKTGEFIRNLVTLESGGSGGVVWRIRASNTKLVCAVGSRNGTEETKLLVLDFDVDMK
GPR151 activ – activates the human receptor GPR151. Q8TDV0. PathHunter beta-arrestin GPR151 cells, luminescence. activation, % at 11.2 µM. hit rate 1% among 650,000. AID 1508602; in the data active = activation above about 4.9%;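 also: 0% = median of compound wells and 100% = cells with positive control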
* hit, by the source's call; . = not tested or not shown; & = joins results of further samples.

structure	TEAD-YAP block	MITF inh	FBW7 act	GPR151 activ
CCOc1cc(/C=C2\N=C(c3cccc(F)c3)OC2=O)cc(I)c1OC(C)=O	-9	1	0.0	-0.6
Cc1cc(C)cc(NC(=O)C2CCN(S(=O)(=O)c3cccc4cccnc34)CC2)c1	4	-2	-0.1	0.5
Cn1cnc(SCC(=O)N2c3ccccc3C(C)(c3ccccc3)CC2(C)C)n1 (stereo unspecified)	0	14	-0.1	0.5
C/C(=N/OCO/N=C(\C)c1ccccc1F)c1ccccc1F	10	15	0.2	-1.7
NC(=O)c1nn(-c2ccccc2)nc1NC(=O)COc1ccc(F)cc1Cl	-3	-15	0.0	-0.4
CC(C)c1csc(CN2CCN(C3CCCC3)C(CCO)C2)n1 (stereo unspecified)	5	-7	-0.1	-0.1
Cc1cc(C)c(-c2csc(NC(=O)CN3C(=O)C4CC=CCC4C3=O)n2)c(C)c1 (stereo unspecified)	3	8	0.1	1.8
CCSc1nnc(NC(=O)c2cc(Br)ccc2Cl)s1	11	9	0.0	0.3
O=C1/C(=C/c2ccc(O)cc2)Sc2ccccc21	-32	12	-0.1	0.2
Cc1ccc(-n2c(SCC(=O)N3CCCC3)nc3n[nH]c(C)c3c2=N)cc1C	-4	-3	-0.1	-0.1
CC(=O)N1CCc2cc(C(O)CN3CCN(c4ccccc4F)CC3)ccc21 (stereo unspecified)	-9	1	0.1	2.6
O=C(CSc1cn(Cc2ccccc2)c2ccccc12)N1CCCC1	-75	0	-0.5	-0.9

Profiles as entered above. Values in the order: TEAD-YAP block	MITF inh	FBW7 act	GPR151 activ
`NC(=O)c1nn(-c2ccccc2)nc1NC(=O)COc1ccc(F)cc1Cl` is listed with -3	-15	0.0	-0.4
`CCOc1cc(/C=C2\N=C(c3cccc(F)c3)OC2=O)cc(I)c1OC(C)=O` is listed with -9	1	0.0	-0.6
`Cc1cc(C)c(-c2csc(NC(=O)CN3C(=O)C4CC=CCC4C3=O)n2)c(C)c1` (stereo unspecified) is listed with 3	8	0.1	1.8
`Cc1ccc(-n2c(SCC(=O)N3CCCC3)nc3n[nH]c(C)c3c2=N)cc1C` is listed with -4	-3	-0.1	-0.1
`C/C(=N/OCO/N=C(\C)c1ccccc1F)c1ccccc1F` is listed with 10	15	0.2	-1.7

More entries follow:
structure	TEAD-YAP block	MITF inh	FBW7 act	GPR151 activ
C/C(=N\Nc1ccc([N+](=O)[O-])cc1[N+](=O)[O-])c1ccccc1	5	20	0.3	0.0
CCC1Oc2nc3ccccc3cc2CN(Cc2ccc3c(c2)OCO3)C1=O (stereo unspecified)	12	-4	0.3	-1.7
Oc1ccc(Nc2nc3nonc3nc2Nc2ccc(O)cc2)cc1	0	2	0.0	0.9
COc1ccc(-n2ccnc2SCC(=O)Nc2ccc(C)cc2)cc1	1	11	-0.2	1.9
CCOC(=O)CSc1nc(N)c(C#N)c(CC(C)C)c1C#N	6	10	0.0	-0.8
COc1cccc(C(=O)N2CC=C[C@@H]2C(=O)NCCc2ccccc2)c1	2	10	-0.2	0.0
O=c1c(-c2nc3ccccc3s2)c(C(F)(F)F)oc2cc(O)ccc12	19	11	0.1	-2.1
Cc1cc(=O)oc2c(CN3CCC(C)CC3)c(O)c(Cl)cc12	0	26	0.2	-0.7
CCOc1ccc(CCNC(=O)CCS(=O)(=O)Cc2ccccc2C)cc1OCC	10	11	0.1	0.5
FC(F)(F)c1ccccc1NC(=S)NCc1cccnc1	0	-3	-0.1	-1.3
c1cc(-n2cnc(N3CCOCC3)n2)ccc1Nc1ncc2ccc(-c3cn[nH]c3)cc2n1	96*	18	1.0	0.0
COc1ccc(CCNC(=O)c2cc(S(=O)(=O)N3CCc4ccccc43)ccc2Sc2ccc(F)cc2)cc1OC	-8	6	-0.1	-2.0
CCC(C)(C)C1CCC2(CC1)NC(=O)N(CC(=O)N1CCc3ccccc31)C2=O (stereo unspecified)	-12	-5	-0.2	-0.7
O=C1N[C@@H](Cc2ccccc2)C(=O)N2CCN(C(=O)c3cccc(F)c3F)C[C@H]12	1	11	0.8	-1.0
CC(C)CCN(CC(=O)NCC(F)(F)F)S(=O)(=O)c1ccccc1F	8	-5	0.1	0.5
COc1cc([N+](=O)[O-])ccc1NC(=O)CSc1ccccc1C(=O)O	-10	4	0.0	-1.9
O=C(NCc1cccc(C(F)(F)F)c1)c1csc(NCc2cccnc2)n1	7	3	-0.1	2.6
COc1ccc(C(=O)NC(=S)Nc2ccc(Cl)c(C(=O)O)c2)cc1[N+](=O)[O-]	9	-1	0.0	0.4
O=C(CN(c1ccc(Cl)c(Cl)c1)S(=O)(=O)c1ccccc1)Nc1ccccc1[N+](=O)[O-]	8	4	-0.1	-0.2
COc1cccc2cc(C(=O)Nc3cccc(-c4cn5c(C)cccc5n4)c3)c(=O)oc12	-4	10	0.7	-1.2
CCN(CCCNS(=O)(=O)c1ccc2c(c1)oc(=O)n2C)c1cccc(C)c1	3	7	-0.1	3.1
COc1ccccc1/C=N/NC(=O)c1cc2c(=O)n(C)c(=O)n(C)c2nc1C	1	19	0.0	-0.5
COCCCn1c(=O)c2ccccc2n2c(=S)[nH]nc12	8	11	0.0	-2.4
COc1cc(C=C2C(=O)NC(=O)NC2=O)ccc1OC(C)c1ccccc1 (stereo unspecified)	5	25	0.2	-0.5
COCCNc1nc(SCc2cccc([N+](=O)[O-])c2)nc2ccccc12	-8	4	0.1	-2.6
CCC(C)(C)NC(=O)C1CCN(c2cnccn2)CC1	3	-4	0.1	-0.6
COc1ccccc1NC(=O)c1oc(=O)c2ccccc2c1-c1ccccc1	-4	7	0.1	1.1
CCN(C(=O)c1ccc(N2CC3CC(C2)c2cccc(=O)n2C3)c(NC(=O)c2ccc(F)cc2)c1)c1cccc(C)c1 (stereo unspecified)	-6	-4	0.1	3.5
O=C(N/N=C/c1cc(Br)ccc1O)c1n[nH]c2c1CCCC2	32	13	-0.7	1.1
Cc1ccc(C2CC(c3ccccc3)Nc3ncnn32)cc1 (stereo unspecified)	-6	1	0.0	-0.7
O=C(NCCCN1CCCCC1)c1ccc(Cn2c(=S)[nH]c3ccc(Br)cc3c2=O)cc1	-22	-3	-0.1	-0.8
O=C(Nc1nc(-c2ccc(Cl)s2)cs1)c1ccco1	-29	-6	-0.1	0.0
CCOC(=O)C1(Cc2cccc(F)c2)CCN(C(=O)c2cnn(C(C)C)c2)CC1	3	1	-0.2	3.0
CCN(c1ccccc1)S(=O)(=O)c1ccc(OCC(=O)Nc2ccccc2C#N)cc1	0	-5	0.2	-2.2
COc1ccc(Cl)cc1NC(=O)CN1CCc2nc(C)[nH]c(=O)c2C1	-8	-11	-0.1	-0.7
COc1ccc(CNc2oc(COc3ccccc3Cl)nc2C#N)cc1	-24	4	-0.1	1.2
Cc1ccccc1C(NC(N)=O)c1ccccc1 (stereo unspecified)	8	14	0.1	0.4
O=C(O)c1cccc(COc2ccc(CO)cc2Cl)c1	95*	11	1.1	-13
CCCOc1cc(N)ccc1C(=O)OCCN(CC)CC	.	23	0.0	-0.4
CCOc1ccc2[nH]cc(C(=O)NCc3cccnc3)c(=O)c2c1	41*	6	0.2	0.4
CC(=O)c1cccc(NC(=O)C2CC(Cl)=CCC2C(=O)O)c1 (stereo unspecified)	-3	2	-0.3	0.0
CCOC(=O)c1c(NC(=O)CSc2nnc(CNC(=O)c3cccs3)n2CCc2ccccc2)sc2c1CCCCC2	0	-1	0.1	-0.2
COc1ccc(OC)c(NC(=O)Nc2nnc(N3CCCCCC3)s2)c1	0	3	0.0	-1.2
O=C1CSC(c2ccc([N+](=O)[O-])cc2)N1C1CCCCC1 (stereo unspecified)	-14	-4	-0.2	1.2
CC1=CC(C)(C)N2C(=O)/C(=C3\SC(=S)NC3=O)c3cc(C)cc1c32	8	11	0.2	1.7
Cc1ccnc(NC(=O)c2c(C(=O)O)cccc2[N+](=O)[O-])c1	5	10	0.0	-0.4
Clc1ccccc1OCCSc1nc2ccccc2[nH]1	-53	-12	0.1	-0.1
COc1ccc(-c2nnc3ccc(SCC(=O)NCc4ccc(F)cc4)nn23)cc1	1	2	0.0	-0.2
O=C(OCCN1CCOCC1)C1(c2ccccc2)CCCCC1	-8	-4&3	0.0&0.3	1.1&-0.4
CC(=O)Nc1ccc(Nc2nc(-c3c(C)noc3C)nc3c2ncn3-c2ccccc2)cc1	4	0	0.1	-0.9
CC1(C)CC(=O)C2=C(C1)N(c1cccc(Cl)c1)C(N)=C(C#N)C2c1ccc(F)cc1 (stereo unspecified)	-13	1	0.1	2.2
COc1cc(/C=C2/C(=N)N3N=C(C(C)C)SC3=NC2=O)ccc1OCCOc1cc(C)cc(C)c1	7	11	0.1	-0.8
CS(=O)(=O)N(CC(=O)N1CCN(c2ccccc2F)CC1)c1ccc(F)cc1	4	2	-0.1	-0.3
CC(NC(=O)C(Cc1ccc2c(c1)OCO2)NC(=O)c1ccccc1)C(=O)O (stereo unspecified)	1	-13	0.1	0.5
CC1c2cccn2CCN1S(=O)(=O)c1cc([N+](=O)[O-])ccc1Cl (stereo unspecified)	3	19	0.0	2.3
CCOc1ccc([C@@H]2C[C@H](O)C(=O)N2CC)cc1	7	2	0.0	-0.6
Cc1ccc(F)cc1NC(=O)Cn1cnc2c(-c3ccc(F)cc3)csc2c1=O	4	-2	0.1	-0.2
Cc1ccccc1N=C1NC(=O)/C(=C/c2ccc([N+](=O)[O-])o2)S1	5	19	0.8	-1.8
O=C(N/N=C\c1cccc(OCc2ccccc2)c1)c1cnccn1	-13	8	0.2	0.2
COc1cccc(C2CC(c3cccc([N+](=O)[O-])c3)Nc3ncnn32)c1OC (stereo unspecified)	-2	3	0.1	-0.1

Later entries:
structure	TEAD-YAP block	MITF inh	FBW7 act	GPR151 activ
CCOC(=O)COc1c(OC)cc(Cl)cc1C1NC(=S)NC(C)=C1C(C)=O (stereo unspecified)	-2	9	0.5	1.2
O=C(CN1C(=O)c2ccccc2C1=O)Oc1ccc(C(=O)Nc2ccccc2)cc1	-8	16	0.2	-2.2
CCc1ccc(NC2=CC(=O)CC(c3ccc(OC)c(OC)c3)C2)cc1 (stereo unspecified)	3	8	-0.1	-0.8
CCCNc1nc(Nc2ccncc2)nc2c1ncn2-c1ccccc1	43*	14	0.4	-1.6
COC(=O)c1cn(C)c2ccc(S(=O)(=O)N3CCCCCC3)cc2c1=O	-8	5	0.2	-0.2
O=[N+]([O-])c1cccc(CN2CCC(c3nc4ccccc4[nH]3)CC2)c1	1	-6	0.1	-0.1
CCc1ccc(C(=O)Nc2ccc(I)cn2)cc1	-55	-8	0.0	0.5
FC(F)(F)c1ccc(Cn2cnc3c(NCc4cccc(C(F)(F)F)c4)nc(N4CCOCC4)nc32)cc1	7	3	-0.1	0.8
CNC(=O)C(=O)Nc1ccc(C)c(C)c1	-19	5	-0.1	-1.4
CC12CCC(C(=O)Nc3cc(F)ccc3F)(CC1=O)C2(C)C (stereo unspecified)	6	-17	0.0	-0.2
Nc1nc(SCc2ccc3c(c2)OCO3)n[nH]1	0	19	0.3	-0.6
CCc1nnc(NC(=O)c2cc(Br)ccc2Cl)s1	-2	-1	-0.1	-0.2
COC(=O)C1=C(C(=O)OC)[C@@H]2N(C)c3ccccc3[C@@]23C[C@@H](CO)N(C(=O)Nc2ccc(C(F)(F)F)cc2)C3=N1	.	17	0.1	-0.4
O=C1CCN(C(=O)CCCc2nc3ccccc3s2)CC1	-26	-13	0.6	-2.7
COC(=O)c1cc(NC(=O)C2CC(=O)n3c(nc4ccccc43)N2)cc(C(=O)OC)c1 (stereo unspecified)	6	3	0.1	0.6
FC(F)(F)c1ccc(Cn2cnc3c(Nc4ccc(N5CCOCC5)cc4)nc(Nc4ccc(N5CCOCC5)cc4)nc32)cc1	-7	-5	-0.1	0.0
COc1nc(C)nc(NC(=O)NC(=O)c2c(Cl)nc(Cl)c([N+](=O)[O-])c2Cl)n1	8	20	0.2	0.7
COc1ccc(CC(=O)Nc2nnc(Cc3ccccc3)o2)cc1	-5	0	-0.2	0.5
Cc1ccc(CN2CCC(N(C)CC3CCCCN3C)CCC2=O)cc1 (stereo unspecified)	-6	-252	0.3	-0.9
CCOc1ccc(/C=C/C(=O)Nc2cccc(Cl)c2)cc1	-83	-4	-0.1	-4.3
CCCc1[nH]n(-c2nc3ccccc3s2)c(=O)c1C=NCCCO	-4	-13	0.1	-2.1
Cc1ccc(-c2nc(CS(=O)(=O)CC(=O)NC(C)CCc3ccccc3)c(C)o2)cc1 (stereo unspecified)	2	-4	0.0	0.0
Cc1noc(C)c1-c1nc(N)c2ncn(Cc3ccc(C(F)(F)F)cc3)c2n1	-15	12	0.2	5.8*
CCCCNC(=O)c1cc2n(n1)C(C(F)(F)F)CC(c1ccc(Cl)c(Cl)c1)N2 (stereo unspecified)	19	-5	0.0	2.4
O=C(Nc1ccccc1F)C1C2CC/C=C\CC/C=C/CCC21 (stereo unspecified)	-12	13	0.5	-0.5
COc1cc(OC)c(NC(=O)Nc2cn(C)c(=O)c3ccccc23)cc1Cl	1	-16	0.3	-0.8

2 entries picked at random from the list so far, as already listed:
structure	TEAD-YAP block	MITF inh	FBW7 act	GPR151 activ
COCCNc1nc(SCc2cccc([N+](=O)[O-])c2)nc2ccccc12	-8	4	0.1	-2.6
O=C1/C(=C/c2ccc(O)cc2)Sc2ccccc21	-32	12	-0.1	0.2
